influenza NS1A = H1N1 influenza NS1A inhibitors, functional cell based assay (AID 504329); 0.3% of 340,000 active; inhibition, % at 12.5 µM, or IC50 in µM where a hit was titrated; NS1A functional cell-based assay, percent inhibition; higher % means a stronger effect; in the data active = a potency from the dose series; inconclusive = inhibition above about 27% without an active follow-up result; note: strong numbers were not always called active
tuberculosis growth = growth inhibition of non-replicating M. tuberculosis (AID 488890) | one-dose inhibition, % at 25 µM; IC50 in µM for titrated hits | Mycobacterium tuberculosis non-replicating, growth inhibition; higher % means a stronger effect | 0.39% of 320,000 active; in the data active = a potency from the dose series; inconclusive = inhibition mostly from about 82% at the one dose, without a potency; inactive = the rest, 99 in 100 with inhibition below about 76%;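 note: plate controls were DMSO cells for no effect and high antibiotic wells for full effect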
VEEV TC-83 Vero = inhibitors of VEEV TC-83 cytopathic effect, confirmation, Vero cells (AID 588727); one-dose inhibition, % at 20 µM; IC50 in µM for titrated hits; 0.13% of 350,000 active; Vero cells, VEEV TC-83 cytopathic effect inhibition; higher % means a stronger effect; in the data active = a potency from the dose series; inconclusive = inhibition mostly from about 14% at the one dose, without a potency; inactive = the rest, 99 in 100 with inhibition below about 12%; note: strong numbers were not always called active
H37Rv inhibition = M. tuberculosis growth inhibition, HTS (AID 449762); inhibition, % at 25 µM; hits with a dose series show IC50 in µM; 0.59% of 330,000 active; M. tuberculosis H37Rv growth inhibition, 7H9 media; higher % means a stronger effect; in the data active = a potency from the dose series; inconclusive = inhibition above about 70% without an active follow-up result;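 note: bacterial growth assessed after seven days of incubation; strong numbers were not always called active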
Salmonella PhoP GFP = PhoP regulon inhibitors, Salmonella typhi PhoP promoter GFP reporter, confirmatory (AID 1850) | Salmonella Typhi PhoP-promoter GFP reporter, fluorescence, 4 h; higher % means a stronger effect | inhibition, % at 50 µM, or IC50 in µM where a hit was titrated | 0.33% of 310,000 active; in the data active = a potency from the dose series; inconclusive = inhibition mostly from about 25% at the one dose, without a potency; inactive = the rest, 99 in 100 with inhibition below about 19%;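 note: 0% = induced wells with vehicle and 100% = uninduced wells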
* hit, by the source's call; i = inactive; u = inconclusive; x = no result given.

SMILES	influenza NS1A	tuberculosis growth	VEEV TC-83 Vero	H37Rv inhibition	Salmonella PhoP GFP
CN(C(=O)COC(=O)c1cccc(S(=O)(=O)N(C)c2ccccc2)c1)C1CCCCC1	-5%	-15%	2.0%	-2%	x
CNC(=O)COc1ccccc1C(=O)Nc1ccc2c(c1)oc1ccccc12	-3%	-6%	2.6%	-11%	-7%
COCCn1nnnc1CN1CCN2CCCC2C1 (stereo not drawn)	-4%	-3%	i	-4%	15%
CC(=O)OC1(C(C)=O)CCC2C3CC(Cl)C4=CC(=O)CCC4(C)C3CCC21C (stereo not drawn)	-13%	x	2.2%	x	x
COc1cccc(NC(=O)/C=C/c2ccc(S(=O)(=O)N3CCOCC3)cc2)c1	14%	55%	10%	7%	x
COc1cc(C2CC(=O)C=C(O)C2)cc(OC)c1OC (stereo not drawn)	-7%	-4%	6.6%	5%	-4%
COC(=O)c1c(C(=O)OC)c2n(c1C)CCC2	-3%	-7%	1.6%	-2%	9%
Cc1ccc(Cl)cc1N1CCN(C(=O)C2CCCN(S(=O)(=O)c3cnc[nH]3)C2)CC1 (stereo not drawn)	24%	24%	3.8%	1%	-3%
COc1cccc(CNC(=S)Nc2ccc(Cl)cc2C)c1	-20%	71%	0.5%	13%	9%
COCCN(C(=O)CCC(=O)Nc1cc(C)on1)C(C(=O)NC1CCCC1)c1ccc(C(C)C)cc1 (stereo not drawn)	3%	12%	0.3%	-6%	15%
O=C(Nc1ccc(Cl)cc1)N1CCC(c2nc(-c3ccccc3Cl)no2)CC1	-1%	44%	3.8%	6%	12%
COc1ccc(NC(=S)N(CCN(C)C)C(C)c2ccco2)cc1Cl (stereo not drawn)	6%	18%	1.8%	-6%	-2%
Cc1ccc2nc(C)cc(NCCO)c2c1	0%	-1%	i	-6%	0%
COc1cccc(C(C)NC(=O)Nc2cc(Cl)ccc2OC)c1 (stereo not drawn)	-10%	1%	i	11%	2%
COc1ccc(-n2c(COc3ccc(C)cc3)n[nH]c2=S)cc1	-3%	-5%	1.0%	-1%	1%
CCC(C)[C@H](NC(=O)OC(C)(C)C)C(=O)N/N=C/c1ccc2nccnc2c1 (stereo partly drawn)	-1%	x	1.9%	x	0%
Oc1ccc(Cl)cc1Nc1nc(NCC2CCCO2)c2ccccc2n1 (stereo not drawn)	4%	10%	1.1%	u	4%
COc1ccc(N2CCN(c3nc(C)c(C)c(=O)[nH]3)CC2)cc1	-6%	-3%	0.6%	-24%	-5%
CN(Cc1ccccc1NC(=O)c1ccc(S(=O)(=O)N(C)C)cc1)C1CCCCC1	x	0%	x	0%	-13%
Cc1cccc(NS(=O)(=O)c2ccc(C(C)(C)C)cc2)n1	-7%	8%	i	6%	-3%
CC(CCCCCCCCC(=O)O)N(CCO)C(=O)OC(C)(C)C (stereo not drawn)	10%	-9%	0.4%	0%	x
Cc1cc(Cl)ccc1Oc1nc(-c2ccc(F)cc2)ccc1C#N	-12%	5%	i	13%	-3%
CCN1CCN(C(=S)NCC(C)C)CC1	-7%	-13%	1.9%	-4%	-2%
COc1cc(C(=O)N2CCN(C3CCC(C)CC3)CC2)cc(OC)c1OC (stereo not drawn)	-4%	-9%	1.7%	-3%	-1%
O=C(OCCOc1ccccc1Cl)c1cc(S(=O)(=O)N2CCCCC2)ccc1N1CCOCC1	-12%	x	6.1%	x	x
SMILES	influenza NS1A	tuberculosis growth	VEEV TC-83 Vero	H37Rv inhibition	Salmonella PhoP GFP
COC(=O)c1ccc(NS(=O)(=O)c2ccc(Cl)cc2)o1	-14%	7%	0.5%	-6%	0%
O=C(COc1ccccc1)N(Cc1cc2ccccc2[nH]c1=O)CC1CCCO1 (stereo not drawn)	11%	5%	6.0%	-8%	-9%
Cc1cccn2cc(-c3cccc(S(=O)(=O)N4CCOCC4)c3)nc12	-4%	-5%	8.1%	-11%	-9%
CC(=O)NC(NC(C)=O)c1cccc(OCc2ccccc2)c1	-4%	-17%	0.2%	-5%	1%
CC(C)CNC(=O)C1Nc2ccccc2C2C=CCC12 (stereo not drawn)	6%	33%	2.9%	2%	-6%
CCN(CC)C(=O)CSc1nc2ccc(NC(=O)CSc3nnc(COc4ccccc4C)n3C)cc2s1	-11%	14%	10%	0%	5%
N#CC1=C(N)Oc2cc(N)ccc2C1c1cc(Br)cs1 (stereo not drawn)	1%	33%	0.8%	1%	-8%
Cc1cc(C=O)c(C)n1-c1ccc(N2CCOCC2)cc1	8%	8%	1.2%	10%	-15%
Cc1nc2ccc(NC(=O)N3CCOCC3)cc2nc1C	1%	-5%	1.0%	-4%	-10%
CN(C)C(CNC(=O)CCCN1C(=O)c2cccc3cccc(c23)C1=O)c1ccccc1 (stereo not drawn)	4%	7%	0.9%	4%	7%
CCN(CC)S(=O)(=O)c1ccc(Cl)c(C(=O)N2CCc3ccccc32)c1	-1%	26%	1.8%	-3%	-17%
O=C1c2ccccc2C(=O)N1c1cccnc1	1%	52%	2.1%	12%	-8%
COc1ccccc1CNC(=O)C1CCN(Cc2nc(-c3cccc(Cl)c3)oc2C)CC1	3%	75%	i	u	3%
COC(=O)c1cc(S(=O)(=O)NCC2CCN(Cc3cccc(F)c3)CC2)c[nH]1	1%	-3%	1.1%	4%	-22%
O=C(CSc1nccn1-c1cccc(Cl)c1)NO	-11%	6%	i	-4%	10%
C/C=C/C(=O)OCC(=O)Nc1ccc(OC)c(Cl)c1	-4%	-6%	1.3%	u	0%
O=C(O)COc1ccccc1/C=N/NC(=O)CSc1nnc(SCc2ccccc2)s1	-5%	69%	i	3%	-1%
CCSc1nnc(CNc2ccc(C)cc2)n1C	-3%	5%	0.1%	-11%	3%
CC(C)(C)CC(=O)N1CCN(c2ccc(S(=O)(=O)N3CCOCC3)cc2[N+](=O)[O-])CC1	-8%	9%	1.8%	-9%	x
CC(=O)Oc1ccc(C)cc1N1C(=O)c2ccc(C(=O)O)cc2C1=O	-1%	-14%	i	8%	1%
CCNC(=O)COC(=O)/C=C/c1cccc([N+](=O)[O-])c1	-3%	-4%	0.3%	-4%	-2%
Cn1c(/N=C/c2cc(Cl)ccc2O)nc2ccccc21	x	0%	x	-5%	-4%
Cc1ccccc1NC(=O)/C=C/c1ccc([N+](=O)[O-])s1	-6%	u	0.1%	u	-2%
O=C1CC(C(=O)Nc2ccc(F)cc2)S/C(=N\N=C\c2ccco2)N1 (stereo not drawn)	2%	-18%	1.4%	28%	3%
C=C(C)COc1ccc(-c2n[nH]c(C)c2-c2ccc(OC)cc2)c(O)c1	-10%	-5%	i	4%	-23%

Some of these compounds in order of SMILES length, highest first.
SMILES	influenza NS1A	tuberculosis growth	VEEV TC-83 Vero	H37Rv inhibition	Salmonella PhoP GFP
CCC(C)[C@H](NC(=O)OC(C)(C)C)C(=O)N/N=C/c1ccc2nccnc2c1 (stereo partly drawn)	-1%	x	1.9%	x	0%
COc1cccc(NC(=O)/C=C/c2ccc(S(=O)(=O)N3CCOCC3)cc2)c1	14%	55%	10%	7%	x
N#CC1=C(N)Oc2cc(N)ccc2C1c1cc(Br)cs1 (stereo not drawn)	1%	33%	0.8%	1%	-8%

Next section
SMILES	influenza NS1A	tuberculosis growth	VEEV TC-83 Vero	H37Rv inhibition	Salmonella PhoP GFP
O=C(COc1cccnc1[N+](=O)[O-])N1CCN(C(=O)c2ccco2)CC1	4%	8%	0.4%	8%	11%
CCOC(=O)CN1CC23C=CC(O2)C(C(=O)NC2CCCC2)C3C1=O (stereo not drawn)	-4%	-1%	0.5%	-5%	-10%
Cc1cc(N(CCCl)CCCl)ccc1C=NNC(=O)Cc1cc(=O)oc2cc(O)ccc12	-3%	x	u	x	x
CCOc1cc(-c2noc(N)c2C(=O)OC)cc(OCC)c1OCC	4%	x	2.1%	x	-5%
Cc1ccc(NC(=O)c2ncn(CC(=O)NCc3ccc4[nH]ccc4c3)n2)cc1C	5%	x	1.0%	x	x
COc1ccccc1NS(=O)(=O)c1ccc(C)c(C(=O)Nc2cc(C)on2)c1	-4%	15%	0.2%	6%	x
CCN(C(=O)COC(=O)CNC(=O)c1ccc(C)s1)c1ccccc1	-17%	-9%	1.7%	-6%	-2%
CCCc1cc(=O)oc2c(C)c(OCC(=O)N3C[C@H]4C[C@@H](C3)c3cccc(=O)n3C4)ccc12	-4%	-19%	1.1%	-9%	-7%
CCOC(=O)C(=O)CC(=O)c1ccc2c(c1)OCCO2	2%	52%	0.3%	-4%	-2%
CCC(NC(=O)Nc1nnc(C(F)(F)F)s1)(C(F)(F)F)C(F)(F)F	-2%	u	13%	u	1%
Cc1cccc(C)c1NC(=O)COC(=O)c1cc(=O)c2ccccc2o1	-10%	-6%	0.1%	5%	-13%
CC(=O)c1c[nH]c(C(=O)NCc2ccccc2Cl)c1	1%	-5%	0.2%	-4%	-6%
CCCc1cc(NC(=O)COC(=O)c2nccnc2N)n(-c2ccccc2)n1	-22%	39%	i	51%	x
Cc1ccc(C)c(NC(=O)CCN2CCOCC2)c1	5%	2%	5.2%	1%	8%
CC(=O)Nc1sc(-c2ccccc2)nc1-c1ccccc1	-6%	8%	i	6%	6%
Cc1ccc(S(=O)(=O)CC2CSc3nc4ccccc4n32)cc1 (stereo not drawn)	-4%	12%	i	-7%	3%
C=CCc1cccc2cc(C(=O)N3CCN(C(=O)c4ccco4)CC3)c(=O)oc12	-7%	-5%	i	-3%	-6%
Cc1cccc(OCC(=O)Nc2ccc3c(c2)C(=O)NC3=O)c1	5%	1%	i	3%	11%
Cc1cc(C)cc(NC(=O)C2C3C=CC4(O3)C2C(=O)N(CCN2CCCCC2)C4C(=O)NC2CCCCC2)c1 (stereo not drawn)	13%	8%	i	-8%	8%
COc1ccc(/C=N/NC(=O)c2ccc(=O)n(C)c2)cc1OC	2%	6%	0.9%	0%	-7%
CN(C)P(=O)(Nc1cccc2ccccc12)Nc1cccc2ccccc12	-1%	-7%	1.5%	-7%	x
CCOc1cc(S(=O)(=O)NCCc2cccc(C)c2)c(OCC)cc1-n1cnnn1	-3%	-10%	i	1%	4%
O=C(COC(=O)c1cnccn1)c1ccc(OC(=O)c2ccccc2)cc1	-5%	68%	1.7%	6%	0%
NS(=O)(=O)c1ccc(CNC(=O)/C=C/c2ccc(S(=O)(=O)N3CCOCC3)cc2)cc1	-4%	11%	0.6%	-8%	21%
COc1ccc2cc(C(c3nnnn3CC3CCCO3)N3CCOCC3)c(=O)[nH]c2c1 (stereo not drawn)	-6%	0%	2.3%	1%	12%
SMILES	influenza NS1A	tuberculosis growth	VEEV TC-83 Vero	H37Rv inhibition	Salmonella PhoP GFP
CCOC(=O)C1CCN(C(=O)c2ccc(C)c(S(=O)(=O)N3CCCC3)c2)CC1	-4%	-1%	0.9%	5%	-2%
CC1CN(S(=O)(=O)c2ccc(CN3C(=O)c4cccnc4C3=O)s2)c2ccccc2O1 (stereo not drawn)	1%	-2%	2.7%	6%	-24%
C=CCc1ccccc1OCC(O)CN1CCN(CCO)CC1 (stereo not drawn)	-22%	15%	0.6%	1%	-2%
O=C(Cc1ccccc1)NNC(=O)Cc1ccccc1	-5%	-5%	0.9%	-2%	7%
CCNC(=O)COc1ccc(OCc2ccccc2)cc1	-6%	70%	0.1%	1%	5%
CC(=O)Nc1ccc(S(=O)(=O)N(C)CC(=O)N/N=C/c2ccc(C(=O)O)cc2)cc1	3%	-14%	i	2%	0%
COc1ccccc1NC(=O)C1CCN(S(=O)(=O)c2ccc3c(c2)NC(=O)CO3)CC1	2%	-16%	0.5%	3%	-3%
COc1cccc(-n2c(Cc3cc(=O)[nH]c(=O)[nH]3)nnc2SCC(=O)Nc2ccccc2)c1	-3%	-1%	0.0%	-6%	-12%
CC(C)(C)C(=O)Oc1cccc(Nc2ncnc3ccccc23)c1	-29%	47%	1.3%	5%	8%
O=C(Cc1ccc(Cl)c(Cl)c1)NNC(=S)NCC1CCCO1 (stereo not drawn)	7%	-2%	6.1%	2%	-4%
C[C@@H](CSc1ccccc1)CN1CC[C@H](NC(=O)OCc2ccccc2)CCC1=O	13%	16%	0.2%	-6%	2%

Molecules from the list above containing a COOH group (4):
SMILES	influenza NS1A	tuberculosis growth	VEEV TC-83 Vero	H37Rv inhibition	Salmonella PhoP GFP
CC(CCCCCCCCC(=O)O)N(CCO)C(=O)OC(C)(C)C (stereo not drawn)	10%	-9%	0.4%	0%	x
O=C(O)COc1ccccc1/C=N/NC(=O)CSc1nnc(SCc2ccccc2)s1	-5%	69%	i	3%	-1%
CC(=O)Oc1ccc(C)cc1N1C(=O)c2ccc(C(=O)O)cc2C1=O	-1%	-14%	i	8%	1%
CC(=O)Nc1ccc(S(=O)(=O)N(C)CC(=O)N/N=C/c2ccc(C(=O)O)cc2)cc1	3%	-14%	i	2%	0%

Screening data from PubChem BioAssay.
